Screens (PubChem BioAssay)
bovine MsrA act: activators of bovine methionine sulfoxide reductase A. AID 602163. activation, % at 10.6 µM. purified bovine MsrA, absorbance read-out. 360,000 compounds, 0.3% hits; in the data active means activation above about 7.5%;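 further: 0% = vehicle and 100% = reference activator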
TbMetRS inhib: blocks T. brucei methionyl-tRNA synthetase activity | 360,000 compounds, 0.4% hits | inhibition, % at 11.9 µM | purified T. brucei MetRS, ATP depletion, Kinase-Glo luminescence | AID 624268;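 active means inhibition above a per-plate cutoff of the control wells' mean inhibition plus 3 SD, cut at about 5.5% in these data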;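 further: 0% = DMSO wells median and 100% = median of wells with control inhibitor compound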
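System: purified T. brucei MetRS enzyme / Detection: Kinase-Glo luciferase luminescence reporting remaining unconsumed ATP / Medium: HEPES buffer with MgCl2, KCl, DTT, spermine, BSA, pyrophosphatase / Replication: singlicate, one well per compound / Evaluation: percent inhibition relative to median high and low control wells / Schedule: 2 h aminoacylation at 25 °C after 15 min preincubation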
SUMO1-SIM PPI: SUMO1-SIM interaction modulation. SUMO1 binding to a labelled peptide, TR-FRET, 1 h. inhibition, % at 20 µM. 360,000 compounds, 0.33% hits. AID 602429; in the data active means inhibition above about 37%
MsrA inhibitor: inhibits bovine methionine sulfoxide reductase A. 360,000 compounds, 0.75% hits. AID 651718. inhibition, % at 15.5 µM. purified bovine MsrA, absorbance read-out; in the data active means inhibition above about 4.5%;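 further: 0% = vehicle wells with enzyme and 100% = reference inhibitor wells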
NRP1-CendR mod: NRP-1/CendR interaction modulation | inhibition, % at 25 µM | 360,000 compounds, 0.85% hits | AID 602438 | FAM-RPARPAR peptide binding to NRP-1, fluorescence polarization;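 active means inhibition or corrected inhibition above about 18%, plus a signal ratio from 0.5 to 1.5, limit read from the data, passing the limit was not always enough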; further: strong numbers were not always called active
LMPTP inh: LMPTP (human) inhibition; P24666; recombinant LMPTP-A, OMFP fluorogenic substrate, fluorescence intensity; inhibition, % at 20 µM; 360,000 compounds, 0.22% hits; AID 651560;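 active means compounds that cut the enzyme signal by at least half of the control window in the single-dose screen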;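 further: plate controls were DMSO wells with enzyme plus substrate for no effect and substrate without enzyme for full effect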
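Assay system: LMPTP-A, protein tyrosine phosphatase of low molecular weight / Medium: pH 6.0 Bis-Tris buffer with DTT and Triton X-100 / Schedule: 50 min enzyme reaction at room temperature, protected from light / Measured by: endpoint fluorescence intensity from OMFP dephosphorylation / Read-out basis: % inhibition relative to no-enzyme and uninhibited control wells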
DNMT1 inh: blocks human DNA methyltransferase DNMT1. DNMT1 molecular beacon, Hinp1I cleavage, fluorescence. 360,000 compounds, 0.83% hits. P26358. inhibition (reported as % activation of signal), % at 10 µM; in the data active means inhibition above about 50%
Scp-1 inhibitor: inhibitors of human Scp-1 phosphatase; 340,000 compounds, 0.88% hits; Q9GZU7; Recombinant Scp1, phosphopeptide, malachite green phosphate absorbance; inhibition, % at 20 µM; AID 493091;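 active means inhibition above about 50% at 20 µM, limit read from the data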;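 further: plate controls were DMSO wells with enzyme for no effect and wells lacking enzyme for full effect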
Target sequence (Q9GZU7 76-261 limits assumed): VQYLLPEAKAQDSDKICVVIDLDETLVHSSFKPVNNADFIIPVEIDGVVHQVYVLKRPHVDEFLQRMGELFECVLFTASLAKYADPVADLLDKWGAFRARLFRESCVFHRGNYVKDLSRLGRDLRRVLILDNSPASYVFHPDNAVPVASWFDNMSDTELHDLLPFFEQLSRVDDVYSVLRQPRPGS
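Test system: SCP-1 catalytic domain; Buffer or medium: Acidic Tris acetate buffer with magnesium and detergent; Also added: Phosphorylated 17-residue peptide substrate; Compound: single 20 µM dose, 1% DMSO; Schedule: enzyme reaction 45 min at room temperature, colour 5 min, stabilisation 30 min; Signal: Phosphate-binding colour reagent, absorbance read at 630 nm.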
STEP inh: STEP (human) phosphatase inhibition; P54829; recombinant STEP, OMFP fluorogenic substrate, fluorescence; inhibition, % at 20 µM; 360,000 compounds, 0.25% hits; AID 588621;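 active means inhibition at 20 µM, scaled per plate between control wells, above about 37%, limit read from the data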;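 further: 0% = DMSO with enzyme and substrate and 100% = substrate only without enzyme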
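Measure: Control-normalized % inhibition with plate pattern correction | Test system: STEP phosphatase, cell-free reaction | Medium: pH 6.0 Bis-Tris with DTT and Tween 20 | Technique: Fluorescence, 480/540 nm | Times: Reaction 20 min, ambient temperature | Doses: Single compound dose of 20 µM, 1% DMSO final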
E coli Lon inh: E. coli protease La inhibition | 360,000 compounds, 0.42% hits | inhibition, % at 7.94 µM | purified E. coli Lon protease, fluorescence polarization | P0A9M0; in the data active means inhibition above about 13%, passing the limit was not always enough;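 further: 0% = enzyme with probe and DMSO and 100% = no enzyme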
Target sequence (P0A9M0 whole entry, looked up): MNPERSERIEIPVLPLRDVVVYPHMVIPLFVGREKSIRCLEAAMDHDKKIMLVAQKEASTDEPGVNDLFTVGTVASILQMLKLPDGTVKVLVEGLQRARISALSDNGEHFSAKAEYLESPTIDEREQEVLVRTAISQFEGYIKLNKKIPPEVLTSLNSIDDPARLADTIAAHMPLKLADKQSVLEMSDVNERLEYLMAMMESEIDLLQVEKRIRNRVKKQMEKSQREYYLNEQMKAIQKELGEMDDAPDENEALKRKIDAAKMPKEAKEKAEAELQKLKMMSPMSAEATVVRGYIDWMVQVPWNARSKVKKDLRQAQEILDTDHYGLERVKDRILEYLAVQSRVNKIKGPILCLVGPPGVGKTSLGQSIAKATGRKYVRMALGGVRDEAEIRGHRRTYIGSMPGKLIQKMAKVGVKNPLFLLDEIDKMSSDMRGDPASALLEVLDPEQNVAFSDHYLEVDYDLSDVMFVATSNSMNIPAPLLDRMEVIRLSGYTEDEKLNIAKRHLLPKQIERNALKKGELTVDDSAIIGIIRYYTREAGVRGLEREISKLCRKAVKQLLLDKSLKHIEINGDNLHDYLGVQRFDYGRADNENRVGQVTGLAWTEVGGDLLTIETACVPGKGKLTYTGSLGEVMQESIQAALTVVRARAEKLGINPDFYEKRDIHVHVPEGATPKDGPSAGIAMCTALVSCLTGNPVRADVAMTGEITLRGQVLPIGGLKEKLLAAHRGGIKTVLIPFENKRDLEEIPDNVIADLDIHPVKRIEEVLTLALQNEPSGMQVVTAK
Active calls of the source: *; . = no result given.

1. O=c1c2ccccc2nc(COc2ccccc2)n1/N=C/c1ccc(O)cc1O
2. Cc1cccc(NS(=O)(=O)c2cccc(C(=O)NCC(C)(C)N3CCOCC3)c2)c1
3. C=CCc1cccc2cc(C(=O)NC3=C(C#N)CCC3)c(=O)oc12
4. Cc1ccc(C)c(CN2CCC(CNC(=O)Nc3ccc(C)c(C)c3)CC2)c1
5. O=C1N/C(=N\N=C\c2ccco2)SC1Cc1ccccc1[N+](=O)[O-] (stereo unspecified)
6. [N-]=[N+]=NC[C@H](c1ccccc1)N1CCN(Cc2ccccc2)CCC1=O
7. CCC(C)(NC=O)C(=O)Nc1c(C)cccc1C (stereo unspecified)
8. N#C/C(=C\c1cccc(OC(=O)c2cccs2)c1)C(N)=O

Assay by compound	1	2	3	4	5	6	7	8
bovine MsrA act	-2	-7	-1	-3	-5	-3	-11	1
TbMetRS inhib	0.0	-0.5	-0.3	-1.1	-0.3	-0.3	0.0	0.1
SUMO1-SIM PPI	7	3	-8	1	-3	-1	3	-7
MsrA inhibitor	3.4	-0.6	0.0	0.6	4.6*	0.1	0.2	-1.0
NRP1-CendR mod	-4	7	15	-4	3	8	26*	-8
LMPTP inh	-0.2	-2.3	1.9	-0.8	3.4	0.0	0.1	-1.1
DNMT1 inh	-1	1	2	-1	-5	-3	3	6
Scp-1 inhibitor	-9	1	-6	-15	6	-8	8	-7
STEP inh	2	2	2	0	0	0	0	-3
E coli Lon inh	7	5	5	4	2	-13	15	0

9. CCCCNC(=O)c1cccnc1SCC(=O)Nc1ccccc1OC
10. O=C(NC1CCCC1)C(c1ccccc1)n1c(-c2cccc3ccccc23)nc2ccccc21 (stereo unspecified)
11. Cc1ccc(C2C(C#N)C(C#N)N3CCCN23)cc1 (stereo unspecified)
12. O=c1c2ccccc2c(C=NCCCN2CCOCC2)c(O)n1Cc1ccccc1
13. CSCc1ccc(C(=O)OCc2nc3ccccc3s2)o1
14. O=C(CCN1C(=O)C2CCCCC2C1=O)Nc1ccc(F)c(F)c1F (stereo unspecified)
15. CCC(C)(C)C1CCC2(CC1)NC(=O)N(CC(=O)NCCCc1ccccc1)C2=O (stereo unspecified)
16. O=C(CN1CC[n+]2c(-c3cccs3)csc21)c1ccc(-c2ccccc2)cc1

Assay by compound	9	10	11	12	13	14	15	16
bovine MsrA act	-4	.	-10	-5	0	-1	1	-2
TbMetRS inhib	0.7	-0.3	-2.7	-0.4	0.0	-0.4	0.0	-0.7
SUMO1-SIM PPI	1	-1	-3	-13	-1	0	-1	-32
MsrA inhibitor	3.1	0.3	-0.5	1.9	-1.6	-1.0	0.4	-1.0
NRP1-CendR mod	-4	1	2	-1	-11	1	-8	4
LMPTP inh	-2.2	1.9	0.2	-0.9	2.7	-0.4	1.4	27
DNMT1 inh	-2	.	1	-11	10	0	-5	-1
Scp-1 inhibitor	-7	.	-7	-7	-7	4	-3	8
STEP inh	-1	.	0	1	2	-4	0	1
E coli Lon inh	1	.	-5	-2	-8	4	4	5

17. O=C(CC(=O)Nc1cccc(Cl)c1Cl)Nc1cccc(Cl)c1Cl
18. O=C(N=Nc1c(O)[nH]c2ccccc12)c1cc(-c2ccc(F)cc2)n[nH]1
19. COc1ccc(C)cc1NC(=O)Nc1ccc(Br)cn1
20. CCC(=O)N1CCCC(C)(C(=O)NS(=O)(=O)c2cccs2)C1 (stereo unspecified)
21. Fc1ccccc1-c1csc(-c2cccnc2)n1
22. N#Cc1nc(COc2ccccc2)oc1N1CCCCC1
23. Cc1ccc(S(=O)(=O)c2ccc(Oc3ccccc3)cc2)cc1
24. CCn1c(CNC(=O)c2ccco2)nnc1SCC(=O)c1ccc(OC)cc1

Assay by compound	17	18	19	20	21	22	23	24
bovine MsrA act	-2	0	-1	0	-13	-4	1	-14
TbMetRS inhib	-0.6	1.9	-1.1	-0.2	-1.0	-0.2	-0.1	-1.2
SUMO1-SIM PPI	-2	0	1	-3	-7	1	-1	0
MsrA inhibitor	-0.5	-0.2	0.7	-0.3	-0.4	0.7	0.2	1.1
NRP1-CendR mod	14	-8	-7	-2	10	-7	4	1
LMPTP inh	-0.5	26	-1.0	1.4	-0.7	0.8	3.4	-1.4
DNMT1 inh	1	44	13	7	0	0	-4	1
Scp-1 inhibitor	-11	23	-11	.	4	49	-17	1
STEP inh	2	0	2	2	-4	1	1	-2
E coli Lon inh	-7	10	-8	3	-10	9	3	-8

25. O=C(c1cc(-c2ccccc2)on1)N(Cc1cccnc1)C(c1ccccn1)c1nc2ccccc2[nH]1 (stereo unspecified)
26. CCN(CC)CCNC(=O)c1cn(C)c2ccc(S(=O)(=O)N(C)C3CCCCC3)cc2c1=O
27. O=S(=O)(c1cccs1)N1CN(C2CCCCC2)c2nc3ccccc3nc21
28. CCCCn1c(N)c(N(CCC(C)C)C(=O)c2ccc(C)o2)c(=O)[nH]c1=O
29. CC(C)c1csc(CN2CCC(N3CCC(C(=O)N4CCOCC4)CC3)CC2)n1
30. O=C(CCN=C1NS(=O)(=O)c2ccccc21)Nc1ccc(F)cc1Cl
31. COc1ccc(CN(C(=O)Cn2nnc3ccccc32)C(C(=O)NC(C)(C)C)c2ccco2)cc1 (stereo unspecified)
32. COc1ccc(OC)c(S(=O)(=O)NC2CC2)c1

Assay by compound	25	26	27	28	29	30	31	32
bovine MsrA act	-10	-2	-5	-6	-1	-1	-2	0
TbMetRS inhib	-0.7	0.8	-0.7	-0.2	-1.0	0.7	-0.6	-0.2
SUMO1-SIM PPI	-8	35	-17	0	1	0	-1	3
MsrA inhibitor	2.8	1.1	0.2	0.0	-0.5	-0.8	-0.9	0.8
NRP1-CendR mod	-14	-6	4	-10	4	-8	-2	7
LMPTP inh	-0.1	0.4	-0.2	-0.4	-0.2	-3.9	0.2	-1.0
DNMT1 inh	-6	0	27	1	-1	-1	-3	0
Scp-1 inhibitor	.	0	-2	2	0	2	-11	-4
STEP inh	3	-1	-3	1	1	0	-1	1
E coli Lon inh	2	-5	-5	2	0	0	-3	3

3 of the entries above in order of their number in TbMetRS inhib, falling:
| nr | Compound | bovine MsrA act | TbMetRS inhib | SUMO1-SIM PPI | MsrA inhibitor | NRP1-CendR mod | LMPTP inh | DNMT1 inh | Scp-1 inhibitor | E coli Lon inh |
| --- | --- | --- | --- | --- | --- | --- | --- | --- | --- | --- |
| 18 | O=C(N=Nc1c(O)[nH]c2ccccc12)c1cc(-c2ccc(F)cc2)n[nH]1 | 0 | 1.9 | 0 | -0.2 | -8 | 26 | 44 | 23 | 10 |
| 28 | CCCCn1c(N)c(N(CCC(C)C)C(=O)c2ccc(C)o2)c(=O)[nH]c1=O | -6 | -0.2 | 0 | 0.0 | -10 | -0.4 | 1 | 2 | 2 |
| 6 | [N-]=[N+]=NC[C@H](c1ccccc1)N1CCN(Cc2ccccc2)CCC1=O | -3 | -0.3 | -1 | 0.1 | 8 | 0.0 | -3 | -8 | -13 |

Next results.
33. O=[N+]([O-])c1cc(S(=O)(=O)Nc2ccccc2)ccc1N1CCN(c2ccccc2)CC1
34. Nc1cc(=O)[nH]c(SCC(=O)NCCC2=CCCCC2)n1
35. N#CC(=Cc1cccs1)c1nc(-c2ccc(Cl)cc2)cs1
36. OCCNc1nc(NCCC2=CCCCC2)nc(N2CCOCC2)n1
37. O=S(=O)(c1ccc(Cl)cc1)N1CCN(c2nc(C(F)(F)F)nc3ccccc23)CC1
38. O=C(O)c1ccccc1Nc1ccccc1C(=O)O
39. O=C(O)c1ccc(-n2nnc3ccccc32)c([N+](=O)[O-])c1
40. CC1=C(C(=O)OCC2CCCO2)C(c2ccncc2)C2=C(CC(C)(C)CC2=O)N1 (stereo unspecified)

Assay by compound	33	34	35	36	37	38	39	40
bovine MsrA act	-10	-3	1	-10	3	-13	1	2
TbMetRS inhib	-1.8	0.0	0.2	-0.6	0.0	-1.1	-0.3	0.3
SUMO1-SIM PPI	-1	6	0	1	-4	0	-31	-3
MsrA inhibitor	0.3	-0.8	0.5	-0.6	0.7	1.2	0.1	2.1
NRP1-CendR mod	-7	5	-20	6	18	-5	-9	8
LMPTP inh	2.6	-0.8	0.6	0.6	3.0	-0.7	-0.3	-0.8
DNMT1 inh	0	0	-2	4	3	-1	4	2
Scp-1 inhibitor	8	3	.	11	.	-7	-7	-7
STEP inh	-2	0	3	1	-2	2	-1	4
E coli Lon inh	-4	2	21	0	-15	-4	0	-5

41. CCN(CC)S(=O)(=O)c1ccc(NC(=O)CSc2nc3nc(C)cc(C)c3c(=O)[nH]2)cc1
42. CC(NC(=O)C(NC(=O)C(Cc1c[nH]c2ccccc12)NC(=O)OC(C)(C)C)C(C)C)C(N)=O (stereo unspecified)
43. COc1ccc(NC(=O)COc2ccccc2)cc1Cl
44. COc1cccc(/C(O)=C/c2nc3ccc(C(=O)NCCc4ccc(Cl)cc4)cc3[nH]c2=O)c1
45. COc1ccccc1C(=O)NCC(=O)N=Nc1c(O)n(C(C)C)c2ccccc12

Assay by compound	41	42	43	44	45
bovine MsrA act	-3	-5	-2	-7	-8
TbMetRS inhib	-0.1	0.9	-0.7	-0.8	-0.9
SUMO1-SIM PPI	0	3	4	-3	-28
MsrA inhibitor	-0.5	0.8	-0.3	0.8	1.0
NRP1-CendR mod	-1	-2	1	6	-4
LMPTP inh	-3.6	-0.7	-0.6	-0.7	0.4
DNMT1 inh	-2	5	1	24	-1
Scp-1 inhibitor	-4	-5	-8	-5	12
STEP inh	-1	0	-1	-2	1
E coli Lon inh	2	2	7	-25	7

One compound at a time, as listed above:
COc1ccc(NC(=O)COc2ccccc2)cc1Cl is listed as bovine MsrA act = -2; TbMetRS inhib = -0.7; SUMO1-SIM PPI = 4; MsrA inhibitor = -0.3; NRP1-CendR mod = 1; LMPTP inh = -0.6; DNMT1 inh = 1; Scp-1 inhibitor = -8; STEP inh = -1; E coli Lon inh = 7
COc1cccc(/C(O)=C/c2nc3ccc(C(=O)NCCc4ccc(Cl)cc4)cc3[nH]c2=O)c1 is listed as bovine MsrA act = -7; TbMetRS inhib = -0.8; SUMO1-SIM PPI = -3; MsrA inhibitor = 0.8; NRP1-CendR mod = 6; LMPTP inh = -0.7; DNMT1 inh = 24; Scp-1 inhibitor = -5; STEP inh = -2; E coli Lon inh = -25
